Screening data: PubChem, Sanford-Burnham Center for Chemical Genomics
Jurkat NFkB inh – inhibitors of induced NF-kB luciferase reporter, primary screen, TCR NF-kB activation inhibitor project, cell-based, luminescence, uHTS; Jurkat, PMA/ionomycin-induced NF-kB luciferase reporter; inhibition, % at 4 µM; 0.53% of 330,000 active; AID 435003, 2010
SENP8 inh – SENP8 protease inhibitors, primary screen, biochemical, luminescence; Sentrin-specific protease 8 (Homo sapiens), Q96LD8; purified SENP8, Z-RLRGG-aminoluciferin cleavage; 1.2% of 330,000 active; AID 2540, 2010; inhibition, % at 10 µM
Target sequence (Q96LD8 whole entry, looked up): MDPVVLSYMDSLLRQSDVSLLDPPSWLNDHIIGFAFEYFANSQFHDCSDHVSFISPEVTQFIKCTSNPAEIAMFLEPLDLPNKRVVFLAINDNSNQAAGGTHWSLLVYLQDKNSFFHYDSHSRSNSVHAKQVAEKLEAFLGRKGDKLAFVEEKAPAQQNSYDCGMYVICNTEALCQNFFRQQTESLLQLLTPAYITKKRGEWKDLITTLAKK
Apaf-1 inh – inhibitors of human Apaf-1 apoptosome, primary screen, biochemical, DEVD-Rh110 fluorescence, uHTS | Apoptotic protease-activating factor 1 (Homo sapiens), O14727 | reconstituted apoptosome caspase-3 activity | inhibition, % at 20 µM | 0.71% of 330,000 active | AID 489030, 2010; active means inhibition of at least 40% at 20 µM;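 further: plate controls were DMSO wells for no effect and DEVD-CHO caspase inhibitor wells for full effect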
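System: Apoptosome proteins | Medium: Hepes pH 7.5 with detergent and BSA | Also added: Cytochrome c trigger plus (Z-DEVD)2-Rh110 caspase-3 substrate | Incubation: 30 min compound preincubation, 50 min activation, room temperature | Detection: Rhodamine 110 fluorescence at Ex 480/Em 540 nm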
697 NFkB inh – inhibitors of PMA/ionomycin-induced NF-kB reporter, 697 cells, primary screen, B-cell NF-kB inhibitor project, cell-based, luminescence, uHTS; 697 B-cell NF-kB luciferase reporter, 16 h; 0.33% of 330,000 active; inhibition, % at 4 µM; in the data active means inhibition above about 35%
UBC13 polyUb – UBC13 polyubiquitin chain formation inhibitors, primary screen, biochemical, TR-FRET, uHTS; inhibition, % at 20 µM; Ubiquitin-conjugating enzyme E2 N (Homo sapiens), P61088; 0.47% of 330,000 active; in the data active means inhibition above about 45%, passing the limit was not always enough
EBI2 antag – EBI2 receptor antagonists, beta-arrestin recruitment, primary screen, cell-based, luminescence, 7a,25-OHC stimulation, uHTS; 0.81% of 360,000 active; G-protein coupled receptor 183 (Homo sapiens), P32249; 7a,25-OHC stimulated; AID 651636, 2012; inhibition, % at 5 µM; in the data active means inhibition above about 38%;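 further: enzyme fragment complementation signal reports receptor beta-arrestin coupling in cells; 0% = agonist plus DMSO wells and 100% = wells without agonist; some results beyond the cut were filed as inactive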
Target sequence (P32249 whole entry, looked up, the tested form may be a part): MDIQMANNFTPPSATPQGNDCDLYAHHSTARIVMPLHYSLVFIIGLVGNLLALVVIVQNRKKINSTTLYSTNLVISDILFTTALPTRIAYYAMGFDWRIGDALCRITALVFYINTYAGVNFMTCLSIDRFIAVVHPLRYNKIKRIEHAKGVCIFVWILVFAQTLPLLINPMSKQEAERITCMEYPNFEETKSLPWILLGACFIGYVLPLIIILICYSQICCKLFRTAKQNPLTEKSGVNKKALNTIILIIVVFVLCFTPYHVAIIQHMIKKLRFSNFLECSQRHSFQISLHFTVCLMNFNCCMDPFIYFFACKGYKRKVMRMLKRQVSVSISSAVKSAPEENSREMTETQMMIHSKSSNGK
CCR6 antag – CCR6 receptor antagonists, primary screen, cell-based, CHO-K1, luminescence, beta-arrestin, uHTS. inhibition, % at 20 µM. AID 493098, 2011. 0.49% of 340,000 active. C-C chemokine receptor type 6 (Homo sapiens), P51684. CHO-K1 CCR6 PathHunter beta-arrestin, CCL20-stimulated;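 active means compounds whose inhibition of the agonist-driven luminescence signal at 20 µM reaches about 50%, limit read from the data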;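 further: cells stimulated with CCL20 at 14 nM final; plate controls were DMSO with CCL20 for no effect and DMSO without agonist for full effect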
Target sequence (P51684 whole entry, looked up): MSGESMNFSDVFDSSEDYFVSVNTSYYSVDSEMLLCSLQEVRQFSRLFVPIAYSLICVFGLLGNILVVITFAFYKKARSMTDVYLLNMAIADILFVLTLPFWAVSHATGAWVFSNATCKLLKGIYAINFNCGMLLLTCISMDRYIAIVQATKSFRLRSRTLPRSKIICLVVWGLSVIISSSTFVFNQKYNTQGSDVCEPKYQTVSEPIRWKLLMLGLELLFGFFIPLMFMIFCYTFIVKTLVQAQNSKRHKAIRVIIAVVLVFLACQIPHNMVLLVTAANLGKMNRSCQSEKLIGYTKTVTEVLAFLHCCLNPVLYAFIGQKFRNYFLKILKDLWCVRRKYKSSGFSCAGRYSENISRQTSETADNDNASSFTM
Gli-Sufu antag – Gli-Sufu pathway antagonists, primary screen, luciferase luminescence, Sufu-KO-LIGHT cells, uHTS; Sufu-KO-LIGHT fibroblasts, Gli luciferase reporter luminescence; inhibition, % at 5 µM; 0.74% of 340,000 active;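 active means inhibition above about 55%, limit read from the data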;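 further: 0% = DMSO-treated cells and 100% = wells with medium but no cells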
* hit, by the source's call; . = not tested or not shown. Unless noted, no stated cut-off is given here; in the data, active means inhibition above about 50%; inactive means the rest. Not all compounds are listed, so the mix of outcomes need not match the whole.

SMILES | Jurkat NFkB inh | SENP8 inh | Apaf-1 inh | 697 NFkB inh | UBC13 polyUb | EBI2 antag | CCR6 antag | Gli-Sufu antag
CCOc1ccc(NC(=O)CSc2nc3ccccc3c(=O)n2CCCC(=O)N2CCCC2)cc1 | 6 | -2 | 11 | 26 | -2 | -1 | -3 | 6
O=C(CCn1ccc2cc(S(=O)(=O)N3CCCC3)ccc21)NCc1cccc(F)c1 | -3 | 8 | -7 | -6 | 4 | 9 | 8 | -16
C=CCNC(=S)N/N=C/c1ccc(-c2ccc(OC)cc2)o1 | -1 | -3 | 15 | -2 | 7 | 4 | 20 | 3
CC(c1ccccc1)n1c(NCCCn2ccnc2)nc2c1c(=O)[nH]c(=O)n2C (stereo not drawn) | -5 | 0 | -5 | 29 | 10 | . | . | .
NC(=O)Nc1ccc(C(=O)OCC(=O)NC2CCCc3ccccc32)cc1 (stereo not drawn) | -3 | -9 | 12 | -1 | -7 | -8 | -7 | 11
Cc1ccc(S(=O)(=O)NNC(=O)Nc2cccc3ccccc23)cc1 | 5 | -3 | -9 | -40 | 0 | -7 | -3 | 1
Cc1ccccc1NC(=O)CCCCC(=O)Nc1ccccc1C | 11 | 3 | -13 | 1 | -1 | 9 | -2 | 2
CCC(C)(C)n1nnnc1C(C(C)C)N(CCCO)Cc1cc2cc(C)ccc2[nH]c1=O (stereo not drawn) | -6 | 6 | 14 | 0 | 3 | 9 | 0 | 3
Cc1cc(C)n(Cc2ccc(C(=O)NN)o2)n1 | -1 | -1 | -17 | -4 | -1 | 3 | -12 | 7
O=[N+]([O-])c1ccc(Sc2nccn2Cc2ccccc2)c([N+](=O)[O-])c1 | 5 | 3 | -7 | 3 | -4 | -35 | -2 | 13
Cc1cc(C(=O)COC(=O)CNS(=O)(=O)c2ccc3ccccc3c2)c(C)n1-c1ccccc1 | 7 | -9 | 14 | 12 | 4 | 1 | 20 | -14
Cc1nn(CC(=O)Nc2cc(S(=O)(=O)N(C)C)ccc2Cl)c(C)c1[N+](=O)[O-] | -4 | -11 | 15 | 7 | -5 | -1 | -8 | 9
Brc1ccsc1/C=N/Nc1ccccc1 | -18 | 28 | -7 | -3 | 0 | -8 | 0 | -2
COC(=O)c1sc(NC(=O)CSc2n[nH]c(N)n2)c(C(=O)OC)c1C | -4 | -5 | 13 | 4 | -3 | 2 | 10 | 3
C=CCNC(=O)/C(=C/c1cccc([N+](=O)[O-])c1)NC(=O)c1ccccc1 | 5 | -9 | 1 | 6 | -1 | 4 | 5 | -10
CCn1nnnc1SCC(=O)c1ccc(C)cc1 | -15 | 4 | -3 | 4 | 0 | -1 | -16 | -10
O=c1cc(CN2CCN(Cc3ccccc3)CC2)c2ccc(O)c(O)c2o1 | 20 | 4 | 4 | -34 | -2 | 5 | -3 | 11
O=Nc1c(-c2ccccc2)[nH]n(-c2ccccc2)c1=O | 9 | -16 | 3 | -4 | -15 | 3 | 13 | 7
O=C1CC(c2ccccc2)CC(O)=C1C=Nc1ccc(Cl)cc1 (stereo not drawn) | 12 | -2 | -7 | 12 | -8 | 3 | 7 | 11
CC(C)(C)NC(=O)C(c1ccc(F)cc1)N(Cc1ccco1)C(=O)Cn1nnc(-c2cccs2)n1 (stereo not drawn) | 5 | -2 | -2 | -1 | -2 | 14 | 5 | 10
O=[N+]([O-])c1ccc(Sc2cccc3cccnc23)cc1 | -13 | -7 | -1 | -21 | 0 | 4 | -8 | -31
O=C(CN1CCCCCC1=O)N1CCN(S(=O)(=O)c2cccs2)CC1 | 4 | -5 | -1 | 0 | -23 | -14 | -7 | -9
O=C(O)C1C2C=CC(O2)C1C(=O)Nc1ccc(S(=O)(=O)Nc2ccccc2)cc1 (stereo not drawn) | 6 | 3 | -13 | 19 | 9 | -4 | -8 | -2
Cc1onc(-c2ccccc2)c1C(=O)NC1CC1 | -5 | 9 | 2 | 14 | 6 | -13 | 11 | 1
Clc1ccc(-c2csc(N/N=C\c3cccnc3)n2)cc1 | -18 | -5 | 8 | -42 | 10 | 7 | -15 | -12
Cn1c(-[n+]2c(-c3ccccc3)cc(-c3ccccc3)cc2-c2ccccc2)nc2cc([N+](=O)[O-])ccc21 | -5 | -3 | 17 | -12 | -43 | -8 | 15 | 9
CCc1ccc2c(CC(=O)NNC(=O)c3ccncc3)coc2c1 | -1 | -4 | 6 | 5 | -1 | -2 | 1 | 4
O=C(N1CCN(c2ncccn2)CC1)C12CC3CC(CC(C3)C1)C2 | -4 | -6 | 2 | 6 | 3 | 3 | -15 | 38
CCN1CCN(c2ncnc3c2cnn3-c2ccc(C)cc2C)CC1 | 6 | 0 | 5 | 16 | 6 | 3 | -5 | -8
Cc1cc(C)c(NC(=O)c2cccc3c2C(=O)N(C2CCCCC2)C3)c(C)c1 | 2 | -7 | 15 | 8 | -15 | 16 | 11 | 33
Cc1onc(-c2ccccc2)c1CNS(=O)(=O)c1cccc(Cl)c1 | 11 | -6 | -7 | 19 | 6 | 1 | 3 | 1
CCCCCCc1cc2cc(C(N)=O)c(=N)oc2cc1O | -19 | -12 | 12 | -14 | 5 | . | . | .
COc1cc2[nH]c(=O)n(CCCCCC(=O)NCCc3c[nH]c4ccccc34)c(=O)c2cc1OC | -12 | -4 | 21 | -11 | -9 | 6 | 6 | 34
NC(=O)CN1CCN(S(=O)(=O)c2ccc(Br)cc2)CC1 | -12 | -3 | -6 | -10 | -7 | 2 | -6 | 23
Cn1c(=O)c2c(nc(N/N=C/c3ccncc3)n2Cc2ccccc2)n(C)c1=O | -12 | -2 | -14 | 9 | -6 | 5 | 0 | 1
CCOC(=O)NNc1cc(C(F)(F)F)ccn1 | -23 | -9 | -22 | -13 | -7 | 4 | 9 | 5
CC(C)(C)c1ccc(C(=O)NC(=S)NCc2ccco2)cc1 | 4 | 0 | 2 | 18 | 3 | 11 | 27 | -8
COc1ccc(Cl)cc1NC(=O)CCCNC(=O)c1ccc(Cl)cc1 | -12 | -6 | 8 | -11 | 6 | 1 | 4 | 2
CCN(Cc1ccccc1)C(=O)c1ccc(C(=O)N(CC)Cc2ccccc2)cc1 | 3 | 8 | 2 | -12 | 1 | 7 | 23 | -1
COc1ccc(-c2noc(CN(C(=O)c3ccoc3C)C(C)C)n2)cc1 | -7 | -7 | 15 | -11 | -6 | 12 | 10 | -1

Copied from the list.
`CCC(C)(C)n1nnnc1C(C(C)C)N(CCCO)Cc1cc2cc(C)ccc2[nH]c1=O` (stereo not drawn) in 697 NFkB inh: 0
`CCN(Cc1ccccc1)C(=O)c1ccc(C(=O)N(CC)Cc2ccccc2)cc1` in Gli-Sufu antag: -1

The list continues.
SMILES | Jurkat NFkB inh | SENP8 inh | Apaf-1 inh | 697 NFkB inh | UBC13 polyUb | EBI2 antag | CCR6 antag | Gli-Sufu antag
COC(=O)Nc1ccc(S(=O)(=O)Nc2cnc3ccccc3n2)cc1 | -11 | -9 | -5 | 4 | -3 | 9 | 0 | -1
CC(C)(C)NC(=O)CSc1ncnc2c1nnn2Cc1ccccc1Cl | -2 | -14 | 6 | -9 | -10 | -8 | 10 | 2
CN(C)S(=O)(=O)c1cccc(CSc2cccc[n+]2[O-])c1 | -4 | 5 | 0 | 31 | 3 | -8 | 12 | 1
CC(C)(C)CNC(=O)c1cccc2c1C(=O)c1ccc(N3CCCC3)cc1S2(=O)=O | -9 | 0 | 9 | -8 | -136 | 54* | -2 | 5
CCOC(=O)C1CCN(C(=O)C2CCN(S(=O)(=O)c3c(C)noc3C)CC2)CC1 | 8 | 3 | -8 | -11 | 6 | 3 | -6 | 0
Cc1nnc(SCC(=O)Nc2ccc3c(c2)OCCO3)n1N | 11 | -1 | 2 | 6 | -11 | 3 | -16 | 0
CCOc1ccccc1C(=O)N1CCC(C(=O)c2ccc(F)cc2)CC1 | 10 | -2 | 5 | 8 | 6 | 10 | 3 | 9
O=C(CN1CCC(n2nnc3cc(F)ccc32)CC1)NC1CCCCC1 | -7 | -4 | 9 | 4 | 3 | 12 | -3 | 5
O=c1cc(Nc2ccc3c(c2)OCCO3)[nH]c(=O)n1C1CCCCC1 | 43 | 4 | -13 | 23 | -6 | -2 | 15 | -21
COc1cc(S(=O)(=O)N2CC(=O)Nc3ccccc32)ccc1NC(C)=O | -9 | 4 | -5 | -2 | 2 | -5 | 7 | 32
COc1ccc(-c2ccc(OC(=O)NC3CCS(=O)(=O)C3)cc2)cc1 (stereo not drawn) | -13 | -13 | -9 | -39 | -2 | -4 | 4 | -1
COCCSc1nnc(NC(=O)c2cc(C(=O)OC)cc([N+](=O)[O-])c2)s1 | 5 | -5 | -7 | 5 | -4 | -4 | 3 | -5
CC(=O)N1CCN(C(=O)CSc2nnc(C)n2-c2ccccc2)CC1 | -2 | -10 | 0 | 7 | 0 | -2 | -3 | 1
Cc1cccc(/C=C2/Sc3ccc(C(=O)NCCCN4CCOCC4)cc3NC2=O)c1 | 8 | -5 | 17 | -2 | 37 | 6 | . | .
C[C@]12c3[nH]c4cc(-c5ccco5)ccc4c3CCN1C(=O)[C@@H](CC(=O)NCc1ccco1)C[C@@H]2C(=O)N1CCOCC1 | . | . | 14 | 13 | . | 2 | 16 | -1
O=C1c2nc3cc(-c4ccco4)[nH]n3c(=O)c2CN1Cc1ccccc1 | -6 | 12 | 11 | 13 | 13 | -2 | -2 | 1
CCOC(=O)C1CCN(C(=O)CN(c2ccc3c(c2)OCCO3)S(C)(=O)=O)CC1 | -1 | -8 | -8 | -2 | -6 | -7 | 2 | 6
O=[N+]([O-])c1ccc(/C=C2\CCC(C3=CCCC3)=C2N2CCOCC2)cc1 | -12 | 0 | 0 | -8 | -33 | 9 | -18 | 0
CC(C)(C)SCCNC(=O)CN(c1ccc(F)cc1)S(C)(=O)=O | 6 | -6 | -33 | 9 | -1 | -5 | 3 | 1
Cc1ccc([N+](=O)[O-])c(-c2n[nH]c(=S)n2-c2cccc(Cl)c2)c1 | -3 | 4 | 11 | 5 | 1 | 7 | 11 | 3
COc1cc2sc3ccc(-c4ccc(CN5CCOCC5)cc4)cc3c(=O)c2cc1OC | -9 | 6 | 21 | -99 | 35 | -20 | 5 | -11
CN1CCN(c2nc(-c3ccco3)cc(C(F)(F)F)n2)CC1 | 8 | -8 | 3 | -9 | -9 | -7 | -8 | 4
CCn1c(-c2ccccc2Cl)nn(CC(=O)Nc2ccc(OC)cc2)c1=S | 9 | 1 | 9 | 4 | 15 | -6 | 13 | -2
O=C1NCCCC1C(=O)N/N=C/c1ccccc1 (stereo not drawn) | -10 | 4 | -6 | 12 | -3 | -7 | 2 | 2
c1cnc2ccc(C(c3nnnn3C3CCCCC3)N3CCN(C4CCCCC4)CC3)cc2c1 (stereo not drawn) | -21 | -4 | 8 | -3 | -2 | 5 | -3 | 65*
O=C(NCc1ccc2c(c1)OCO2)C1CCN(Cc2cnn(-c3ccccc3)c2-n2cccc2)CC1 | 13 | -1 | -3 | 19 | 8 | 13 | 3 | -34
Cc1ccc(S(=O)(=O)Cc2csc(N)n2)cc1 | 9 | -3 | -3 | 3 | 2 | -6 | 11 | -3

Entries from the list above that contain a CF3 group (two):
SMILES | Jurkat NFkB inh | SENP8 inh | Apaf-1 inh | 697 NFkB inh | UBC13 polyUb | EBI2 antag | CCR6 antag | Gli-Sufu antag
CCOC(=O)NNc1cc(C(F)(F)F)ccn1 | -23 | -9 | -22 | -13 | -7 | 4 | 9 | 5
CN1CCN(c2nc(-c3ccco3)cc(C(F)(F)F)n2)CC1 | 8 | -8 | 3 | -9 | -9 | -7 | -8 | 4
